EBI2 antag: blocks human EBI2 receptor beta-arrestin signaling; P32249; EBI2 beta-arrestin recruitment, luminescence, 7a,25-OHC stimulated; inhibition, % at 5 µM; 360,000 tested, 0.81% active; AID 651636; in the data active = inhibition above about 38%;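 note: enzyme fragment complementation signal reports receptor beta-arrestin coupling in cells; 0% = agonist plus DMSO wells and 100% = wells without agonist; some results beyond the cut were filed as inactive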
GRIN3A LBD mod: modulates the human NR3A ligand-binding domain | NR3A LBD differential scanning fluorimetry, Tm shift; 0% = protein alone, 100% = glycine-bound protein | Tm shift relative to glycine control, % at 25 µM | 340,000 tested, 2.5% active;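 active = melting temperature shift of at least 10% of the positive control shift, at one fixed dose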
A3A deaminase: blocks human APOBEC3A ssDNA deamination; inhibition, % at 20 µM; 330,000 tested, 0.41% active; recombinant A3A, FAM/TAMRA ssDNA deamination fluorescence; P31941; AID 493011;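 active = at least 40% inhibition at 20 µM here, with at most 30% in a related deaminase screen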;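 note: plate controls were A3A with DMSO for no effect and wells lacking A3A enzyme for full effect; some results filed as inactive read as strong as hits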
Target sequence (P31941 whole entry, looked up): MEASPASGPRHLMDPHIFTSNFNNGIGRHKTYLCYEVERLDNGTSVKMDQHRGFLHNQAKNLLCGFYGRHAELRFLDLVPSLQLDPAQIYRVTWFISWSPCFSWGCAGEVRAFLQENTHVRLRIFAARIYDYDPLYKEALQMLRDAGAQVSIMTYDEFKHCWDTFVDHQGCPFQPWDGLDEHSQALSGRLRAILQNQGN
CCR6 antagonist: CCR6 (human) receptor antagonism; AID 493098; 340,000 tested, 0.49% active; inhibition, % at 20 µM; P51684; CHO-K1 CCR6 PathHunter beta-arrestin, luminescence, CCL20-stimulated;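 active = compounds whose inhibition of the agonist-driven luminescence signal at 20 µM reaches about 50%, limit read from the data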;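 note: cells stimulated with CCL20 at 14 nM final; plate controls were DMSO with CCL20 for no effect and DMSO without agonist for full effect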
MPTP block: blocks calcium-induced mitochondrial swelling | inhibition, % at 10 µM | AID 602449 | isolated mouse mitochondria, Ca2+ swelling absorbance, 30 min | 360,000 tested, 1.4% active;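 active = inhibition of 50% or more, scaled per plate between neutral and stimulator controls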;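 note: 0% = DMSO wells given calcium and 100% = 1 mM EGTA wells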
Gli-Sufu block: blocks Gli-Sufu signaling in a luciferase reporter; Sufu-KO-LIGHT fibroblasts, Gli luciferase reporter luminescence; inhibition, % at 5 µM; 340,000 tested, 0.74% active; AID 588413;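 active = inhibition above about 55%, limit read from the data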;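 note: 0% = DMSO-treated cells and 100% = wells with medium but no cells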
APOBEC3G inh: inhibitors of human APOBEC3G DNA deaminase. Q9HC16. recombinant A3G, ssDNA deamination FAM/TAMRA fluorescence. inhibition, % at 20 µM. 330,000 tested, 0.28% active. AID 493012;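 active = inhibition of at least 40% at 20 µM, with no more than 30% in the related APOBEC3A deaminase screen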;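 note: plate controls were DMSO wells with A3G for no effect and wells lacking A3G enzyme for full effect; some compounds called inactive have numbers as strong as hits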
Target sequence (Q9HC16 whole entry, looked up): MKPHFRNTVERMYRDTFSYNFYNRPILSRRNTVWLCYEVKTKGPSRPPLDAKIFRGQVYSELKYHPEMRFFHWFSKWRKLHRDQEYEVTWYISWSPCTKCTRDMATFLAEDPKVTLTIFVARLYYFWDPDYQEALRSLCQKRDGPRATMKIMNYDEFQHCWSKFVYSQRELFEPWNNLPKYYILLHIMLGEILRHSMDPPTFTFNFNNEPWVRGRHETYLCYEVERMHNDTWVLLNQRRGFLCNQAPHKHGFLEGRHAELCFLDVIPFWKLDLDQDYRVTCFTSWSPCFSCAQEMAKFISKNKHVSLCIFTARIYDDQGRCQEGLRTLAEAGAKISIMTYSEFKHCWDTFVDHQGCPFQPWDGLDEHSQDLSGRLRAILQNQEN
CXCR6 block: inhibitors of human CXCR6 receptor | AID 602244 | inhibition, % at 20 µM | O00574 | 360,000 tested, 0.36% active | CHO-K1 PathHunter CXCR6 beta-arrestin, luminescence; in the data active = inhibition above about 34%, passing the limit was not always enough;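 note: antagonist mode with CXCL16 agonist at 10 nM final; 0% = 10 nM CXCL16 with DMSO and 100% = unstimulated wells without agonist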
Target sequence (O00574 whole entry, looked up): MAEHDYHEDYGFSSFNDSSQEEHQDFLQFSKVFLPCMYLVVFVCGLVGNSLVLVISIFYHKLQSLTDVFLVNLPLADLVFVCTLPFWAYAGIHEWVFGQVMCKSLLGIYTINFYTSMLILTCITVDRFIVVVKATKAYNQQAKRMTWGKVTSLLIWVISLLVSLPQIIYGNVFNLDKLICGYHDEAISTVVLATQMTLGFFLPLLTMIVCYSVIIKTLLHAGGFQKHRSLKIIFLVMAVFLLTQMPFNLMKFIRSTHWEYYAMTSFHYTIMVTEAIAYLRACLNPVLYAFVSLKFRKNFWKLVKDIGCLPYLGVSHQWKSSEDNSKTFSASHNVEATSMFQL
* = called active by the depositor; . = not tested or not shown.

SMILES | EBI2 antag | GRIN3A LBD mod | A3A deaminase | CCR6 antagonist | MPTP block | Gli-Sufu block | APOBEC3G inh | CXCR6 block
O=C(NCCc1ccccc1)C1COc2ccccc2O1 (centres undefined) | -4 | 3 | -4 | 6 | 0.1 | -5 | -10 | -4
O=C(CCS(=O)(=O)c1cc(Br)cc2c1N(C(=O)C1CC1)CC2)N1CCN(c2ccccn2)CC1 | 12 | -3 | 3 | 4 | 0.4 | 5 | -6 | -4
O=C(CNC(=O)c1cccc(S(=O)(=O)N2CCc3ccccc32)c1)Nc1ccc(F)c(F)c1F | 1 | 5 | -2 | 25 | -0.6 | -3 | -9 | 5
CCCCn1c(N)c(N(CC(C)C)C(=O)c2ccc(-c3ccc([N+](=O)[O-])cc3)o2)c(=O)[nH]c1=O | 7 | -3 | 5 | 5 | -1.2 | 4 | -7 | 8
Cc1ccc(S(=O)(=O)/N=C(\Nc2cccc(C)c2)Nc2nc(C)cc(C)n2)cc1 | 13 | -1 | 4 | -10 | 1.9 | 5 | 0 | 14
Cc1nc([N+](=O)[O-])c(N2CCOCC2)n1Cc1ccccc1 | 1 | 1 | 0 | -6 | 2.1 | -3 | -2 | 2
Cc1cccn2c(CNCC3(c4ccccc4)CCCC3)c(C(=O)N3CCOCC3)nc12 | -6 | -2 | 2 | 7 | -1.4 | 20 | -6 | -4
CCN(CC)S(=O)(=O)c1ccc(N2CCCC2)c(NC(=O)CC(C)(C)C)c1 | -12 | -1 | 5 | 14 | 2.1 | 31 | 0 | 1
Cc1cc(N2C(=O)C3C4CCC(C4)C3C2=O)no1 (centres undefined) | 8 | -2 | -3 | 5 | -0.9 | 3 | -5 | -7
CCOCCCN1C(=O)C2C(C(=O)Nc3ccc(OCC)cc3)C3C=CC2(O3)C1C(=O)NC1CCCCC1 (centres undefined) | 0 | -2 | 5 | 2 | 0.7 | -16 | -8 | 74*
N#Cc1sc2nccc(Nc3ccccc3)c2c1N | 5 | 1 | -2 | 8 | 26 | -10 | -4 | 4
Cc1nn(C)c(C)c1S(=O)(=O)N1CCC(C(=O)NC2CCCCC2)CC1 | -6 | -2 | 5 | 5 | 2.1 | -4 | 3 | -7
COc1cc(/C=N\NC(=O)c2sc(N)nc2C)cc(OC)c1OC | -9 | 17* | 2 | -2 | -1.3 | 9 | -2 | 0
O=C(Nc1ccc2c(c1)OCO2)c1c[nH]c(=O)n(-c2ccc(F)cc2)c1=O | -2 | 8 | 9 | -5 | 1.1 | -8 | 7 | 5
CC(C(=O)NCc1ccccc1Cl)N1C(=O)c2ccccc2C1=O (centres undefined) | -5 | -2 | 2 | 12 | 0.4 | 19 | -1 | -13
CCN(CC)CCn1c(N)cc(=O)[nH]c1=O | -8 | 3 | 2 | 4 | -1.2 | -4 | -1 | -10
Fc1ccc(COc2ccc(-c3nnco3)cc2)cc1 | 1 | -2 | -5 | 11 | 1.6 | -74 | -11 | -1
CC(=O)NC(C1C(=O)CC(C)(C)CC1=O)(C(F)(F)F)C(F)(F)F | -9 | 7 | 0 | 6 | -0.3 | -2 | -2 | 4
CC(=O)OCc1ccccc1Sc1ccccc1C(=O)NCc1ccccc1 | 6 | 0 | 0 | 19 | 2.7 | 1 | -9 | -7
O=C(COC(=O)c1cc(Br)c(Br)s1)NCCC1=CCCCC1 | -3 | -2 | 0 | 0 | 0.1 | 1 | -1 | 4
CCN(CC)c1ccc(NC(=O)COC(=O)c2cccs2)cc1 | 19 | 0 | -3 | 10 | -0.2 | 0 | -6 | -4
CC(C)CNC(=O)c1cccc(NC(=O)Cc2ccc(Cl)cc2)c1 | -3 | -8 | -2 | 3 | -0.1 | 4 | -5 | 4
COC(=O)c1sc(N)c(C(=O)OC)c1COC(=O)C12CC3CC(CC(O)(C3)C1)C2 | 5 | -5 | 0 | 14 | -0.1 | 26 | -5 | 8
NC(=O)c1ccc(NC(=O)Cc2csc(-c3ccccc3)n2)cc1 | -7 | -25 | 0 | 0 | 0.9 | 10 | -5 | 0
COc1cccc(NC(=O)CN2CCN(C(=O)c3ccco3)CC2)c1 | -14 | 0 | -1 | 1 | 1.1 | 13 | -5 | -10
SMILES | EBI2 antag | GRIN3A LBD mod | A3A deaminase | CCR6 antagonist | MPTP block | Gli-Sufu block | APOBEC3G inh | CXCR6 block
COc1cc(OC)c2c(c1)OC(=O)CC2c1ccc2c(c1)OCO2 (centres undefined) | 1 | 2 | 1 | 27 | -1.1 | -2 | 1 | 3
CC(C)NC(=O)C(=O)Nc1cc2c3c(c1)CCC(=O)N3CCC2 | -8 | -1 | -4 | 0 | -1.0 | -14 | -2 | -5
COc1ccc(OC)c(S(=O)(=O)Nc2cc(Cl)cc(Cl)c2)c1 | -9 | -1 | -3 | -1 | 0.0 | -1 | -4 | -2
COc1ccc(C)cc1NC(=S)NNC(=O)c1c(Br)cnn1C | -9 | -7 | -5 | 3 | 3.1 | 1 | -10 | 16
O=C(O)C1CCCCC1C(=O)Nc1cnn(Cc2ccccc2)c1 (centres undefined) | -14 | 1 | 1 | -25 | -2.5 | 8 | -6 | 7
COc1cc(OC)c(NC(=O)c2cc(S(=O)(=O)N3CCOCC3)cn2C)cc1Cl | -3 | 5 | -3 | 12 | 0.9 | 1 | -15 | 1
O=C1C(=Cc2cccs2)C(=O)c2ccccc21 | -10 | 3 | -1 | 27 | -0.6 | -9 | -3 | 16
O=C(CN1CCN(c2ccccc2)CC1)N1CCN(c2ccccc2)CC1 | -5 | -2 | 1 | 6 | 0.4 | 7 | -3 | -2
Cc1ccc(CNc2ccc3c(c2)ncn3C(C)(C)C)cc1 | 1 | 0 | -2 | 0 | 3.0 | -80 | 7 | -2
CC1=CC(C)(C)C(C(=O)O)C(C(=O)O)C1 (centres undefined) | -6 | 1 | -4 | -9 | 2.8 | 19 | -6 | 2
CC(=O)N(C1=C(Cl)C(=O)c2ccccc2C1=O)c1ccc(C(=O)O)cc1 | -2 | -13 | 4 | 12 | -1.2 | -8 | 89* | 0
CSCC(=O)N1CCCC(N2CCN(c3cccc(C(F)(F)F)c3)CC2)C1 (centres undefined) | -6 | -2 | -4 | 5 | 0.7 | 6 | -4 | -9
CCOc1ccccc1CNC(=O)c1cc2oc3ccccc3c2n1CC | 4 | -6 | 2 | 6 | 0.7 | 13 | 1 | 7
C=CCN1C(=O)C2(OCCCO2)c2cc(CCCC)ccc21 | 4 | -2 | -3 | 20 | -3.6 | 7 | -4 | -3
CN(CC(=O)NCc1cccnc1)S(=O)(=O)c1ccc2c(c1)c(=O)n(C)c(=O)n2C | -5 | 2 | 0 | -4 | -2.3 | 15 | 1 | 3
O=C(COc1ccc([N+](=O)[O-])cc1)NNC(=O)c1cccs1 | 3 | 5 | 3 | 12 | -0.5 | 4 | -4 | 8
COc1cc(/C=C/C(=O)OCC(=O)N2CCN(S(=O)(=O)c3ccc(C)cc3C)CC2)ccc1O | 2 | -5 | 7 | 14 | 2.9 | -5 | -3 | -10
O=C(COC(=O)C1CCN(S(=O)(=O)c2cccs2)CC1)NCc1ccccc1 | 5 | -1 | 16 | 17 | -0.7 | 4 | 2 | 10
CCOC(=O)c1oc2ccccc2c1CN1CCCCC1 | 8 | 1 | -5 | 4 | -3.0 | -3 | -12 | 12
O=C(Nc1ccncc1)C1CCN(S(=O)(=O)c2ccccc2C(F)(F)F)CC1 | -11 | 9 | 1 | 13 | 0.8 | 6 | 2 | 1
CCN(CC)C(=O)COc1ccc(-c2nnc(Nc3ccc(OC)c(C(=O)NC)c3)c3ccccc23)cc1 | -3 | 6 | -5 | 3 | -0.1 | -1 | -4 | -8
O=C(OCC(=O)c1ccco1)c1ccc2ncsc2c1 | -6 | 4 | -2 | -5 | 0.5 | 1 | -2 | -8
COc1ccc(NC(=O)CSc2nc(C)c3c(c2C#N)CCCC3)cc1 | 23 | -14 | 1 | 11 | 23 | 4 | 0 | 5
O=C(CN1CCOCC1)Nc1ccc(C2CCCCC2)cc1 | 9 | -1 | -3 | 2 | -0.7 | -27 | -6 | -7
CC1(C)CC(CCNC(=O)c2ccc(-n3cnnn3)cc2)CC(C)(C)N1 | -6 | -1 | -7 | 17 | -2.3 | 7 | -10 | -3
SMILES | EBI2 antag | GRIN3A LBD mod | A3A deaminase | CCR6 antagonist | MPTP block | Gli-Sufu block | APOBEC3G inh | CXCR6 block
COc1ccc(-c2csc(NC(=O)CN3C(=O)NC4(CCCC4)C3=O)n2)cc1 | 1 | 0 | 2 | 3 | 0.5 | -7 | -8 | 2
O=C(NCC(c1ccco1)N1CCc2ccccc2C1)C(=O)Nc1cc(F)ccc1F (centres undefined) | 4 | 0 | -3 | 16 | -0.6 | -1 | -7 | 7
O=C(COC(=O)C1C2CC3OC(=O)C1C3C2)Nc1ccc(Br)cc1 (centres undefined) | -4 | 0 | 3 | 7 | 2.2 | -10 | 3 | -5
CCc1ccc(NC(=O)CCNC(=O)Cn2ccc3ccccc3c2=O)cc1 | 10 | -2 | 0 | -9 | -1.8 | 22 | -4 | -8
COCCCNCC(O)COc1ccccc1F (centres undefined) | -1 | 0 | 0 | 11 | 0.4 | 1 | -7 | 5
O=c1[nH]c2cc3c(cc2cc1C(c1nnnn1Cc1ccccc1)N1CCCCCC1)OCCO3 (centres undefined) | 12 | 0 | 2 | 9 | 2.9 | 3 | -2 | -9
Cc1ncc([N+](=O)[O-])n1CC(=O)NC1CCCCCC1 | 4 | -1 | -2 | 12 | -1.4 | -4 | -10 | -2
O=C(C[C@@H]1C/C=C/CCCC(=O)O[C@H](c2ccccc2)CNC1=O)NCCO | -15 | -1 | -1 | 5 | -0.7 | 14 | -8 | 10
COCCOC(=O)C1=C(C)Nc2nc(C)nn2C1c1ccccc1 (centres undefined) | -2 | 0 | -3 | 8 | -3.0 | -1 | -7 | -6
Cn1cnnc1SCC(=O)Nc1ccccc1F | -5 | -1 | 2 | -1 | -2.6 | -10 | -3 | -13
O=C(COC(=O)c1cnccn1)Nc1ccc2c(c1)OCO2 | -3 | 0 | 0 | 4 | 14 | 0 | -1 | 11
OC1CC(c2ccco2)NC2(CCCCC2)C1 (centres undefined) | 1 | -1 | -1 | 6 | -1.0 | 1 | -1 | 8
CN(CC(=O)Nc1ccccc1[N+](=O)[O-])Cc1ccc(Br)cc1 | -4 | -3 | -2 | 15 | 1.1 | 5 | -15 | 3
COc1ccc(N2C(=O)CC(n3c(CCCCO)nc4ccccc43)C2=O)cc1 (centres undefined) | -11 | -10 | -1 | -8 | 0.4 | 0 | -5 | -1
C[C@@H](NC(=O)Cn1ccc(NC(=O)OCc2ccccc2)nc1=O)c1cccc2ccccc12 | -2 | 4 | -2 | 4 | -1.9 | -8 | -11 | 10
O=C(NNC(=O)C1C2CCC(C2)C1C(=O)O)c1cccc(Cl)c1 (centres undefined) | 1 | -24 | -2 | -2 | 0.5 | -5 | -6 | -6
CN1CCC[C@H]1CCNc1ccc2c(=O)c3ccccc3n(C)c2c1 | -12 | -1 | . | 10 | -1.8 | -34 | . | -26
CCOC(=O)[C@@H]1[C@H]2COc3ccccc3[C@@H]2N2C(=O)N(c3cccc(F)c3)C(=O)[C@@]12C | 6 | -1 | -3 | 10 | 0.3 | -7 | -6 | -7
COc1ccc(Nc2nc3c(C)cccn3c(=O)c2C=O)cc1 | 11 | 2 | -2 | 7 | 1.6 | 0 | -7 | 8
COc1ccc(-n2c(C)nn(C)c2=O)c(OC)c1 | -7 | -3 | 0 | -10 | 1.1 | 7 | 0 | -2
CCc1ccc(/C(C)=N/NC(=O)c2ccc(-n3cnnn3)cc2)cc1 | 2 | -1 | 0 | -6 | 0.3 | -14 | -1 | 4

Entries of single compounds, quoted from the list. Screens in order: EBI2 antag	GRIN3A LBD mod	A3A deaminase	CCR6 antagonist	MPTP block	Gli-Sufu block	APOBEC3G inh	CXCR6 block
COC(=O)c1sc(N)c(C(=O)OC)c1COC(=O)C12CC3CC(CC(O)(C3)C1)C2 in the list: 5	-5	0	14	-0.1	26	-5	8
C=CCN1C(=O)C2(OCCCO2)c2cc(CCCC)ccc21 in the list: 4	-2	-3	20	-3.6	7	-4	-3
CN1CCC[C@H]1CCNc1ccc2c(=O)c3ccccc3n(C)c2c1 in the list: -12	-1	.	10	-1.8	-34	.	-26
